Bioassay records: PubChem, National Center for Advancing Translational Sciences (NCATS)
HP1b binding inh – HTS for Inhibitors of HP1-beta Chromodomain Interactions with Methylated Histone Tails. Chromobox protein homolog 1 (Homo sapiens), P83916. AlphaScreen HP1-beta / biotin-H3K9me3 peptide binding. Potency, µM (titrated, usually from 114 µM), inactives show at the highest dose activity change, negative = inhibition, actives largely listed as inhibitors. actives 0.56% (n = 390,000); also: potency is read from the fitted curve at half-maximal effect; nearly all actives have a fitted effect of over 70% in size; inactives centre near 23
Target sequence (P83916 whole entry, looked up): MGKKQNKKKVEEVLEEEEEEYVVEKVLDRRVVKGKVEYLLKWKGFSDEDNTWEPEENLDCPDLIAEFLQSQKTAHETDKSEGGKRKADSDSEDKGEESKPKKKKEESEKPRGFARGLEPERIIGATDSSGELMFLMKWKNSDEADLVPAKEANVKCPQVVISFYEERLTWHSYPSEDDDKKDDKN
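Compound inhibition of the preformed complex between 50 nM HP1-beta and 50 nM biotinylated H3K9me3 peptide was read by AlphaScreen. Buffer was PBS pH 7.4 with 0.01% Tween-20. Incubations ran 30 min at room temperature, with 10 ug/mL donor/acceptor beads.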
rTrxR1 inhibitor – qHTS Assay for Inhibitors of Mammalian Selenoprotein Thioredoxin Reductase 1 (TrxR1): qHTS; recombinant rTrxR1, NADPH fluorescence consumption, selenite substrate; Potency, µM (highest dose often 114 µM), for inactives: top-dose activity change, negative = inhibition, most hits filed as inhibitors; actives 1% (n = 390,000); AID 588453, 2011; also: potency is read from the fitted curve at half-maximal effect; % is scaled to controls: 0 for no effect and ±100 for the full control effect; nearly all actives have a fitted effect of over 65% in size
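Rat TrxR1 (90 nM in the dispensed reagent) was pre-reduced with 400 uM NADPH for 5 min at room temperature, then incubated with compound for 15 min. After 400 uM selenite was added, NADPH fluorescence (Ex 340/Em 450 nm) was followed for 8 min.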
Pin1 inhibitor – qHTS Assay to Find Inhibitors of Pin1. AID 504891, 2011. actives 0.009% (n = 390,000). Peptidyl-prolyl cis-trans isomerase NIMA-interacting 1 (Homo sapiens), Q13526. Potency, µM (top dose mostly 115 µM), without a hit: at the highest dose activity, negative = inhibition, usual class: inhibitors. Pin1 FP peptide displacement, HiFluor488, 10 min; active = well fitted inhibition curve with a large enough effect in the polarisation, with a control signal flat, not every such curve was filed as active; inconclusive = small, poorly fitted or top-dose-only effect, or effect the other way, or a change in a side signal; inactive = no such curve, though single readings can be large or run the other way; the % refers to the polarisation; also: potency is read from the fitted curve at half-maximal effect; % is scaled to controls: 0 for no effect and ±100 for the full control effect
Target sequence (Q13526 whole entry, looked up): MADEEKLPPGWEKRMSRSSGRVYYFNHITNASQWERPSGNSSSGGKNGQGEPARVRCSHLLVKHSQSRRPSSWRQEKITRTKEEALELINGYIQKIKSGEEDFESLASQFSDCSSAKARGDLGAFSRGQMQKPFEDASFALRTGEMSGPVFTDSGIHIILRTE
PI4K2A inh – qHTS for small molecular inhibitors of PI4K2A; Phosphatidylinositol 4-kinase type 2-alpha (Homo sapiens), Q9BTU6; activity change, negative = inhibition, % at 76.9 µM; purified PI4K2A, ADP-Glo luminescence, 1 h; active compounds read low; actives 0.13% (n = 420,000); in the data active = activity change below about -50%; inconclusive = mostly about -30% to -49%;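 also: -100% = wells without enzyme as full effect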
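ADP-Glo luminescence measured ADP generated by PI4K2A enzyme (4 ug/mL before mixing) with 1.2 mM PI substrate (pre-mix) and 300 microM ATP (pre-mix). Tris pH7.5 buffer with MgCl2, Triton X-100; 1 h reaction at ambient temperature.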
GLS inhibitor – qHTS for Inhibitors of Glutaminase (GLS). AID 624170, 2012. actives 0.21% (n = 410,000). Potency, µM (doses to about 45.5 µM), inactives show at the highest dose activity change, negative = inhibition, actives largely listed as inhibitors. GLS enzymatic activity, qHTS titration. Glutaminase kidney isoform, mitochondrial (Homo sapiens), O94925; also: potency is read from the fitted curve at half-maximal effect; % is scaled to controls: 0 for no effect and ±100 for the full control effect
Target sequence (O94925 whole entry, looked up, canonical isoform): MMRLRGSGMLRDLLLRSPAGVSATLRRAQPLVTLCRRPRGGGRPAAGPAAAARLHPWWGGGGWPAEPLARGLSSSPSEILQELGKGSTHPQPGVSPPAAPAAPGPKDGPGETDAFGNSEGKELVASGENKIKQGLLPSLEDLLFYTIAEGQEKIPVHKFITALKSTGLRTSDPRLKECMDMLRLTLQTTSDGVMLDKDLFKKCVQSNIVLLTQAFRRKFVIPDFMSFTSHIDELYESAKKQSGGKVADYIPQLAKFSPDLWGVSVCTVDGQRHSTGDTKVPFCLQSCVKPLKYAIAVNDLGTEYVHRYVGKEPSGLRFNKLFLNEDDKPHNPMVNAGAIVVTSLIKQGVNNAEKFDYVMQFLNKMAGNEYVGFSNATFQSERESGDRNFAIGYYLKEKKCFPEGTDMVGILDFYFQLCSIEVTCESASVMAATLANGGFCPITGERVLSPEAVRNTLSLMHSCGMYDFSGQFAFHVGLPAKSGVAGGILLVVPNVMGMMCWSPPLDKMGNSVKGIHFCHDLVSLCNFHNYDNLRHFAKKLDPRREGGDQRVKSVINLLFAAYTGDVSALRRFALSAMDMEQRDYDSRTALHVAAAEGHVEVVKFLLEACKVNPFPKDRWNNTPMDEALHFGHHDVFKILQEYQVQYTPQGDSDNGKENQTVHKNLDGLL
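Two-point fluorescence kinetic (t0, 30 min RT) for hKGA; glutamate detected via glutamate oxidase–HRP–Amplex Red. Substrate: 1 mM L-glutamine solution; buffer 45 mM KH2PO4, pH 8.2.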
IDH1 R132H inh – qHTS for Inhibitors of mutant isocitrate dehydrogenase 1 (IDH1): qHTS. Isocitrate dehydrogenase [NADP] cytoplasmic (Homo sapiens), O75874. IDH1-R132H enzyme, NADPH consumption, diaphorase/resazurin fluorescence. Potency, µM (doses to about 76.6 µM), inactives show at the highest dose activity change, negative = inhibition, actives largely listed as inhibitors. actives 0.093% (n = 390,000); also: potency is read from the fitted curve at half-maximal effect; % is scaled to controls: 0 for no effect and ±100 for the full control effect; nearly all actives have a fitted effect of over 65% in size
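IDH1-R132H (0.5 ug/mL dispensed) in pH 7.5 Tris buffer was preincubated 30 min with compound, then given a substrate mix of 0.016 mM NADPH and 2 mM alpha-KG for 80 min at room temperature; remaining NADPH was read by diaphorase/resazurin fluorescence.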
TrxR1 substrate – qHTS Assay for Substrates of Mammalian Selenoprotein Thioredoxin Reductase 1 (TrxR1): qHTS; purified TrxR1 substrate turnover, NADPH consumption readout; actives 0.01% (n = 390,000); Potency, µM (highest dose often 114 µM), for the others: at the highest dose activity change, negative = substrate turnover; Thioredoxin reductase 1, cytoplasmic (Rattus norvegicus), O89049; also: potency is read from the fitted curve at half-maximal effect; % is scaled to controls: 0 for no effect and ±100 for the full control effect; nearly all actives have a fitted effect of over 50% in size
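Rat TrxR1, dispensed at 90 nM, was prereduced with 400 uM NADPH (final) for 5 min at ~22 deg C, then incubated with compound 15 min before 400 uM selenite. A first-read NADPH fluorescence drop versus no-compound background flagged substrates.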
Tb PGK inh – qHTS Assay to Find Inhibitors of Phosphoglycerate Kinase | PGK/GAPDH coupled, Kinase-Glo luminescence, 60 min | Potency, µM (top dose mostly 57.5 µM), without a hit: at the highest dose activity change, negative = inhibition, actives largely listed as inhibitors | actives 0.043% (n = 380,000) | AID 602233, 2012; also: potency is read from the fitted curve at half-maximal effect; % is scaled to controls: 0 for no effect and ±100 for the full control effect; nearly all actives have a fitted effect of over 60% in size
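Recombinant glycosomal PGK reaction used 1,3-bisphosphoglycerate generated in-well by GAPDH (100nM final) in 100mM TEA pH 7.6, 5mM MgCl2, 0.01% Tween-20. After 60 minutes at room temperature, ATP was read by Kinase-Glo Plus luminescence end-point.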
USP1-UAF1 inh – Inhibitors of USP1/UAF1: Primary Screen. AID 743255, 2014. Potency, µM (titrated, usually from 57.1 µM), without a hit: at the highest dose activity change, negative = inhibition, usual class: inhibitors. recombinant USP1/UAF1, Ub-Rhodamine cleavage fluorescence. actives 0.23% (n = 390,000); also: potency is read from the fitted curve at half-maximal effect; % is scaled to controls: 0 for no effect and ±100 for the full control effect; nearly all actives have a fitted effect of over 60% in size; inactives centre near -12
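High-throughput fluorogenic screen: 1nM USP1/UAF1 complex, Ub-Rho substrate 150nM final, 50mM HEPES pH 7.8 with 0.5mM EDTA, 0.1 mg/ml BSA, 1mM TCEP and 0.01% Tween-20.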
Numbers without * were called inactive; i = inactive; ? = inconclusive; nt = not tested or not shown; [ ] = another dose, or the depositor's remark. Unless noted, calls follow the shape of the dose curve; as a rule, active = well fitted curve in the direction sought with a large enough effect; inconclusive = small, poorly fitted or top-dose-only effect, or another doubt; inactive = no such curve, though single readings can be large; an effect the other way counts as inactive or inconclusive. This is a subset. The share of hits here may be higher or lower than overall.

molecule,HP1b binding inh,rTrxR1 inhibitor,Pin1 inhibitor,PI4K2A inh,GLS inhibitor,IDH1 R132H inh,TrxR1 substrate,Tb PGK inh,USP1-UAF1 inh
CCN(CCCNC(=O)c1cc2c(Cl)nc3ccccc3c2s1)Cc1ccccc1,5%,17%,?,0,10%,-7%,3%,8%,?
COc1ccc(CC(=O)NNC(=O)CN(C)S(=O)(=O)c2ccc(Cl)cc2)cc1OC,36%,2%,0%,4,4%,-5%,0%,5%,-5%
CC(NC(=O)/C(=C\c1cccc([N+](=O)[O-])c1)NC(=O)c1ccco1)C(=O)O (configuration not stated),34%,19%[57.1 µM],-6%,0,4%,9%,11%[57.1 µM],nt,-15%
COc1cc(-c2nnc(SCC(=O)Oc3ccccc3)o2)cc(OC)c1OC,4%,-2%,-1%,1,3%,0%,3%,-4%,?
Cc1cc(C)c2[nH]c(C(=O)Nc3ccc4c(c3)OCO4)cc2c1,-20%,11%,?,1,-9%,11%,4%,-8%,-25%
O=C(Nc1cccc(C(F)(F)F)c1)C1CCCN(S(=O)(=O)c2cccc3nonc23)C1 (configuration not stated),48%[activator],11%,22%,0,-2%,-3%,8%,i,-15%
COc1cc(NC(=O)CCc2nnc3ccc(N4CCN(c5cccc(OC)c5)CC4)nn23)cc(OC)c1,14%[57 µM],9%,-1%,3,-5%,1%,5%,-6%,-18%
Cc1ccc2cc(C#N)c(N3CCCN(S(=O)(=O)c4ccc(F)cc4)CC3)nc2c1,115%[activator],31%,18%,-2,-1%,2%,28%,-7%,-11%
CCOc1ccc(OCc2cccc(C(=O)N/N=C/c3cccnc3)c2)cc1,22%,1%[57.1 µM],-2%,-7,-14%,5%,9%[57.1 µM],8%,-10%
COc1cc(NC(=S)NCCCN2CCOCC2)cc(OC)c1OC,20%,?,34%,2,7%,-3%,-1%,-1%,-13%
OC[C@H]1O[C@@H](n2cnc3c(NC4CCCC4)nc(Cl)nc32)[C@H](O)[C@@H]1O,10%,-7%,-8%,-3,2%,1%,-2%,-2%,-6%
Cc1cc(/C=N/NC(N)=O)c(C)n1C1CCCCC1,-17%,-15%,2%,-1,-1%,-7%,8%,-3%,-19%
O=C(NC1(C(F)(F)F)N=C(c2ccccc2)N(C2CCCCC2)C1=O)c1ccccc1F (configuration not stated),21%,3%[11.4 µM],?,1,2%,10%,-6%,3%,?
CCOc1ccc(OCC(=O)OC(C)C(=O)NC2CCCC2)cc1 (configuration not stated),51%[activator],20%,-3%,-3,-3%,11%,6%,-10%,-22%
c1ccn(CCc2ccncc2)c1,?,9%,-1%,-6,-22%,0%,-1%,-2%,-3%
O=C(Cn1c(-c2cncs2)nc2ccccc21)NCc1ccccc1,20%,4%[57.1 µM],-6%,-3,2%,1%,8%[57.1 µM],-8%,-25%
CC(CC(=O)Nc1ccccc1C(F)(F)F)c1ccccc1 (configuration not stated),25%,4%,-6%,0,8%,3%,6%,i,-3%
COc1cccc(C(=O)Nc2cc(-c3cn4cccnc4n3)ccc2C)c1,26%,-49%,-2%,-6,-9%,1%,155%[activator][57.1 µM],-4%,-17%
CC(C)Sc1nc(N2CCOCC2)c2c(c1C#N)CC(C)(C)SC2,20%,-10%,4%,2,5%,-11%,-3%,-6%,1%
CC1(C)CC(=O)C(C=NCCN2CCN(C(=O)c3ccc(F)cc3)CC2)=C(O)C1,-5%,?,-6%,2,-1%,-3%,1%,0%,-6%
COc1ccccc1OCCCCCc1c(C)n[nH]c1C,27%,12%,2%,-2,0%,7%,5%,5%,-7%
COc1ccc(NS(=O)(=O)c2ccc(C)c(NC(=O)c3ccc(C)c(S(=O)(=O)N4CCOCC4)c3)c2)cc1,5%,11%[57.1 µM],4%,-2,-4%,-3%,-4%,i,-1%
CN(Cc1ccccn1)C(=O)C1CCC(=O)N(Cc2cccc(C(F)(F)F)c2)C1 (configuration not stated),18%,27%,-8%,-2,5%,6%,3%,-6%,-5%
O=c1[nH][nH]cc1C=Nc1cc(Cl)ccc1O,33%,19%,-9%,0,47%[activator],-9%,-1%,2%,-24%
Cc1ccn2c(Nc3ccc4c(c3)OCO4)c(-c3ccc(N(C)C)cc3)nc2c1,-3%,40%,-8%,-4,30%,32%[activator],38%[activator],-14%,-15%
O=C(CCCN1C(=O)C(c2ccccc2)Oc2cccnc21)NCCc1ccc(Cl)cc1 (configuration not stated),20%,15%,2%,-7,-12%,2%,0%,-8%,-15%
CC1CCN(c2nc3c(cc2C#N)COC(C)(C)C3)CC1,91%[activator],-4%[57.1 µM],-6%,6,1%,17%,47%[activator][57.1 µM],2%,-7%
O=C1CCC/C1=c1\s/c(=C/c2cccnc2)c(=O)n1-c1ccccc1,10%,-9%,?,-6,2%,-4%,-5%,-8%,-21%
Cc1nnc(SCC(=O)N(C)C2CCCCC2)n1C,37%,5%,-10%,-5,-11%,2%,-6%,-2%,-18%
C[C@@H]1CC[C@H]2C(=O)N3[C@@H](CC[C@@H](C)[C@@H]3c3ccc(Br)cc3)C(=O)N2[C@H]1c1ccc(Br)cc1,11%,11%,11%,2,-7%,-6%[38.3 µM],3%,0%,?
c1ccc2oc(-c3ccc(Nc4nc(N5CCOCC5)nc(N5CCOCC5)n4)cc3)nc2c1,30%,-30%,6%,-3,20%,-6%,11%,6%,-4%
COc1ccc(NC(=O)Nc2ccc3c(c2)CCC3)c(OC)c1,33%,-2%,0%,1,1%,12%,1%,-5%,-11%
CCN(CC(=O)Nc1ccc(NC(C)=O)cc1)C(=O)c1cc(C)on1,20%,-2%,1%,-17,5%,3%,2%,-8%,-14%
COC(=O)c1c(NC(=O)COC(=O)c2ccc(NC(=O)CC#N)cc2)sc2c1CCCCC2,-17%,9%[57.1 µM],?,-19,6%,5%,5%[57.1 µM],?,-20%
COC(=O)c1ccc2c(=O)n(CCCCCC(=O)NCCc3ccccc3)c(=O)[nH]c2c1,39%,-9%[57.1 µM],2%,-8,11µM*,11%,-4%[57.1 µM],-2%,-18%
CN(C)C1(CNC(=O)C2CCC(=O)N(CCc3ccc(Cl)cc3)C2)CCCCC1 (configuration not stated),7%,-3%,-6%,-3,15%,-2%,-8%,i,-7%
CC(NCC1(N2CCOCC2)CCCCC1)C(=O)Nc1ccc(Cl)cc1Cl (configuration not stated),2%,13%,0%,3,9%,6%,2%,2%,-14%
O=C(Nc1cc([N+](=O)[O-])ccc1Cl)C1CC1,24%,-9%,-4%,-3,7%,1%,-3%,2%,-2%
COc1ccc2[nH]c(=O)cc(C(=O)O)c2c1,-7%,5%[57.1 µM],4%,-3,14µM*,4%,53%[activator][57.1 µM],-15%,-11%
CC(C)c1ccc(C2/C(=C(/O)c3ccc(F)cc3)C(=O)C(=O)N2CCCN2CCOCC2)cc1 (configuration not stated),35%,-15%,3%,-1,7%,-6%,-10%,5%,-7%
Cc1ccc(NC(=O)CN(C)C(=O)c2ccccn2)cc1,13%,-1%,-4%,5,2%,-1%,-3%,0%,-15%
COc1ccc(Cn2c(CNS(=O)(=O)c3ccc(C)c(C)c3)nc3cccnc32)cc1,9%[57 µM],5%[57.1 µM],5%,-4,5%,-2%,-2%[57.1 µM],0%,10%
Cc1c(C(=O)Nc2ccc(OC(F)(F)F)cc2)sc2nc3n(c(=O)c12)CCC3,20%,-6%,6%,-4,5%,-3%,0%,1%,-9%
COc1cc(NS(=O)(=O)c2ccc3c(c2)NC(=O)CO3)cc(OC)c1,20%,17%,-6%,4,-10%,18%,-2%,-1%,-16%
CC1CCCCN1CCn1c(=S)[nH]c2cc3c(cc2c1=O)OCO3 (configuration not stated),52%[activator],-4%,-3%,7,?,1%,-1%,4%,-18%

2 entries from above, with two lines to a compound.
Each structure is followed by: HP1b binding inh | rTrxR1 inhibitor | Pin1 inhibitor | PI4K2A inh | GLS inhibitor | IDH1 R132H inh | TrxR1 substrate | Tb PGK inh | USP1-UAF1 inh
Cc1ccc(NC(=O)CN(C)C(=O)c2ccccn2)cc1
 : 13% | -1% | -4% | 5 | 2% | -1% | -3% | 0% | -15%
COc1ccc(Cn2c(CNS(=O)(=O)c3ccc(C)c(C)c3)nc3cccnc32)cc1
 : 9%[57 µM] | 5%[57.1 µM] | 5% | -4 | 5% | -2% | -2%[57.1 µM] | 0% | 10%
